MT stabilize HCS: microtubule stabilization, imaging screen; HeLa tubulin immunostaining HCS, 24 h; share of cells brighter than vehicle mean+2SD; % tubulin-high responders, % at 10 µM; 200,000 tested, 0.83% active;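 active means plate Z-score above 3 for both tubulin-high and condensed-nucleus cell shares, with cell loss under 80%, at 10 µM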;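 further: anti alpha tubulin signal scored within the nucleus-defined area of each cell; some results filed as inactive read as strong as hits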
b-catenin transl: alters nuclear translocation of beta-catenin in HeLa cells. immunofluorescence imaging. nuclear translocation activity, % at 5 µM. 190,000 tested, 0.3% active. AID 1665;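 active means nuclear translocation activity above 50% at 5 µM, with a well cell count of 50 or more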;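 further: per-cell ratio of nuclear to cytoplasmic median beta-catenin stain intensity; plate controls were DMSO negative control for no effect and GSK-3 inhibitor IX positive control for full effect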
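Signal – beta-catenin immunofluorescence imaging with DAPI · Test system – human HeLa cell line · Dosing – 5 µM primary single dose, 0.1% DMSO, 0.02–20 µM confirmation series · Measure – % activation, nuclear-to-cytoplasmic median beta-catenin signal ratio per cell · Incubation – 24 h compound exposure at 37°C, 5% CO2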
Dynein transport: dynein cargo transport inhibition | 3617.4 mouse cells, GR-EGFP nuclear translocation imaging; test concentration mostly 20 µM; stimulated with dexamethasone, 1 µM; active compounds read low | z-score, hits read low | 220,000 tested, 0.47% active | AID 1381;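 active means plate z-score of nuclear minus cytoplasmic receptor signal below a set negative limit, without overly bright fluorescence or cell loss, cut at about -3.5 in these data, passing the limit was not always enough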;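 further: z-score of nuclear minus cytoplasmic ring GR-EGFP intensity difference per well; some compounds called inactive have numbers as strong as hits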
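Buffer or medium: tet-free medium with charcoal-stripped serum / Also added: dexamethasone agonist, 1.0 µM final, for 30 min / Timing: induction 48 h, compound 1 h, agonist 30 min / Measured by: high-content fluorescence imaging after fixation / Read-out: nuclear-to-cytoplasmic GR-EGFP distribution per well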
T cell HTS: T cell immune modulators affecting CD8 T cell-vesicle binding; calls only at 7 µM; 2C CD8+ T cell-vesicle binding, flow cytometry; active compounds read low; 330,000 tested, 0.068% active;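 active means response, share of CD8 T cells binding vesicles, and their 90th percentile fluorescence all below set limits, cut at about 80% in these data, passing the limit was not always enough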
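Assay system – 2C mouse CD8+ T cells · Also added – QL9-loaded Drosophila micro-vesicles · Timing – Cell–vesicle co-incubation 1.5 h at 37 °C, staining 20 min on ice · Signal – flow cytometry of vesicle-bound cells · Measure – percent CD8+ FL2 mean versus row control · Controls – Peptide-free naked vesicles (low) and QL9 vesicles with 0.7% DMSO vehicle (high)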
Autophagy HCS: modulators of autophagy. AID 463193. calls only at 10 µM (by protocol). 190,000 tested, 0.98% active. MEF GFP-LC3 puncta imaging; test concentration mostly 10 µM;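 active means percentage of spot-positive cells more than 3 SD above its plate mean, without a fluorescence outlier flag or 80% toxicity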;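 further: spot-positive cell cutoff set from DMSO-treated cells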
M1AAP inhibition: P. falciparum M1AAP inhibitors, biochemical, fluorogenic H-Leu-NHMec substrate, 1536-well (AID 1445). recombinant M1AAP, H-Leu-NHMec fluorogenic kinetic assay; higher % means a stronger effect. one-dose inhibition, % at 30 µM; IC50 in µM for titrated hits. 220,000 tested, 0.42% active;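 active means primary inhibition above the hit cutoff, then over 50% inhibition at one or more dose response concentrations, cut at about 23% in these data, passing the limit was not always enough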;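 further: plate controls were DMSO full reaction for no effect and no enzyme background for full effect; strong numbers were not always called active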
WT yeast gro inh: growth inhibition of WT yeast, mitochondrial fusion screen. 190,000 tested, 2.1% active. mitochondrial fusion phenotypic screen, WT strain. inhibition, % at 10 µM; in the data active means inhibition above about 58%; tested in S. cerevisiae
P. falciparum M17LAP: P. falciparum M17LAP inhibitors, primary screen, biochemical, fluorogenic H-Leu-NHMec substrate, 1536-well (AID 1619); recombinant M17LAP, H-Leu-NHMec fluorogenic kinetic assay; higher % means a stronger effect; one-dose inhibition, % at 30 µM; IC50 in µM for titrated hits; 220,000 tested, 0.38% active;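 active means compound inhibiting the enzyme by more than half at any dose during confirmatory dose-response retesting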;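 further: plate controls were full reaction with DMSO carrier for no effect and no enzyme background for full effect; strong numbers were not always called active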
Yfh1-off respiration: enhancers of respiration in Yfh1-depleted yeast, dose response, Friedreich's ataxia, plus single-dose screen (AID 1465); fold induction at 50 µM; hits with a dose series show EC50 in µM; S. cerevisiae Yfh1-off respiration, WST-1 reduction, 72 h; higher fold induction means a stronger effect; 220,000 tested, 0.074% active;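 active means fold induction of absorbance versus untreated yeast above a set limit, then at least 30% activation at any dose in follow-up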;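 further: activators that raise dye reduction in frataxin-depleted yeast; strong numbers were not always called active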
WT yeast gro inh mutant strain: also measured in WT yeast gro inh; calls as there; inhibition, %; mitochondrial fusion phenotypic screen, mutant strain inhibition
Dynein transport cytoplasmic EGFP: recorded beside Dynein transport, whose call it bears; z-score; measured here: cytoplasmic GR-EGFP intensity; active compounds read high
Dynein transport nuclear GR-EGFP: second read-out of Dynein transport, no call of its own (marks repeat the call); z-score; measured here: nuclear GR-EGFP intensity;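 lower value marks the stronger effect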
Dynein transport cell count: also measured in Dynein transport; calls as there; z-score; measured here: cell count per field
b-catenin transl cell count 5 µM: second read-out of b-catenin transl, no call of its own (marks repeat the call); cell count; measured here: cell count, cytotoxicity flag
T cell HTS vesicle-bound %: second read-out of T cell HTS, no call of its own (marks repeat the call); double positive events, %; measured here: CD8+ vesicle-bound cell fraction;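 binding gate set so that unloaded-vesicle control wells show 10% double positive cells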
MT stabilize HCS Hoechst-high %: also measured in MT stabilize HCS; calls as there; % Hoechst-high responders; measured here: nuclear condensation Hoechst responders;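 share of cells brighter than vehicle mean plus two SD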
MT stabilize HCS cytotoxicity %: further read-out of MT stabilize HCS, marked with its call; toxicity, %; measured here: cytotoxicity by cell density;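 0% = mean cell density of plate MIN control wells and 100% = no cells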
Autophagy HCS cell loss 18 h: further read-out of Autophagy HCS, marked with its call; toxicity, %; measured here: cell loss, nuclei count;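 cell loss after 18 h compound exposure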
* = called active by the depositor; i = inactive; nt = not tested or not shown.

mol	MT stabilize HCS	MT stabilize HCS Hoechst-high %	MT stabilize HCS cytotoxicity %	b-catenin transl	b-catenin transl cell count 5 µM	Dynein transport	Dynein transport cytoplasmic EGFP	Dynein transport nuclear GR-EGFP	Dynein transport cell count	T cell HTS	T cell HTS vesicle-bound %	Autophagy HCS	Autophagy HCS cell loss 18 h	M1AAP inhibition	WT yeast gro inh	WT yeast gro inh mutant strain	P. falciparum M17LAP	Yfh1-off respiration
N#Cc1c(-c2c(Cl)cccc2Cl)noc1/C=C/Nc1ccc(C(=O)O)cc1	3.2	1.9	1.6	-1.9	1101	-0.16	-0.26	-0.055	1.3	i	54	i	13	5%	-5	-8	-4%	i
CCSc1nnc([C@@H]2CCCN2C(=O)OC(C)(C)C)o1	2.2	2.3	7.7	-3.5	973	-0.35	-0.19	-0.27	0.23	i	20	i	-5	11%	12	20	-4%	i
Cc1ccccc1N=C1NC(=O)/C(=C/c2cccnc2)S1	nt	nt	nt	1.0	1190	0.03	-0.04	-0.059	-1.7	i	14	nt	nt	18%	nt	nt	23%	i
CC(C)(CC(=O)O)CC(=O)Nc1ccc(Cl)c(Cl)c1	nt	nt	nt	-1.5	1281	0.54	-0.23	0.2	-0.45	i	53	nt	nt	2%	nt	nt	-4%	i
CCOc1ccc2c(c1)n([O-])c1c([n+]2=O)CCCC1	3.1	3.6	13	5.8	1041	-1.9	0.14	-0.64	-0.14	nt	nt	i	-11	12%	7	6	39%	i
Cc1cc(=O)n(CNC(=O)c2ccccc2)c(=S)[nH]1	1.3	1.3	7.8	nt	nt	3.1	-0.031	1.5	-1.8	i	34	i	-3	-8%	14	6	-9%	i
Cc1cc(N)n2nc(C)c(-c3ccc(Cl)cc3)c2n1	1.8	2.7	7.4	2.0	840	-1.2	0.34	-0.45	0.5	i	21	i	12	nt	73	74	nt	i
CN(C)C(CNS(=O)(=O)c1ccc(F)cc1)c1cccnc1 (stereo unspecified)	1.6	3.7	7.5	-1.2	1081	-0.095	-0.19	-0.016	-0.24	i	51	i	-3	-1%	-1	-12	9%	i
COc1ccc(-c2nc3n(c2Br)CCC3)cc1	5.9	2.5	4.7	-0.4	1355	-0.17	-0.41	-0.05	0.22	i	39	i	9	3%	-4	16	16%	i
COC(=O)c1ccc(N2Cc3ccccc3/C2=N\C(=O)Nc2ccccc2)cc1	6.1	3.9	4.4	-1.9	1120	0.8	-0.23	0.56	-0.31	i	15	i	3	2%	-35	11	-9%	i
O=c1c(-c2nn[nH]n2)coc2ccc(Cl)cc12	2.7	4.1	8.3	0.0	1573	-0.23	-0.31	-0.14	-0.029	i	49	i	0	11%	-5	13	18%	i
CN(c1ccccc1)S(=O)(=O)c1cccc(NC(=O)c2cc(=O)c3ccccc3o2)c1	2.6	3.3	0.4	-0.5	1115	-0.32	-0.14	-0.025	0.22	i	41	i	19	6%	28	16	-3%	i
O=C(NC(=S)Nc1ccccc1N1CCOCC1)c1cccs1	2.3	2.2	6.1	2.6	532	0.28	-0.2	0.23	-0.92	i	30	i	-5	2%	5	3	5%	i
Cc1ccc(Oc2ccc3c(c2)C(=O)N(c2ccc(S(=O)(=O)Nc4nccs4)cc2)C3=O)cc1	2.4	1.7	6.9	0.7	1371	-0.24	-0.17	-0.11	0.24	i	10	i	1	4%	-5	-11	18%	i
Cc1c(NC(=O)/C(C#N)=C/c2ccc(-c3cc(Cl)ccc3Cl)o2)c(=O)n(-c2ccccc2)n1C	4.6	3.8	4.0	0.6	939	-0.4	-0.18	-0.44	-0.13	i	56	i	8	6%	2	4	-6%	i
CCC(=O)c1ccc(CCCCCC(=O)O)s1	2.8	2.8	9.4	3.6	1115	-0.76	-0.24	-0.44	0.47	i	34	i	-6	13%	3	-7	-1%	nt
O=C(c1cc2c(s1)-c1ccccc1S(=O)(=O)C2)N1CCN(Cc2ccccc2)CC1	2.6	5.1	8.3	-2.5	1173	-1.3	-0.24	-0.5	0.96	i	34	i	5	5%	13	-5	-4%	nt
CC(C)NC(=O)/C(C#N)=C/c1cccc(NC(=O)c2ccccc2Cl)c1	3.7	1.8	3.9	-1.9	1003	2.7	-0.26	1.1	-1.3	i	23	i	2	6%	50	27	7%	i
Cc1cc(C)cc(OCc2ccc(C(=O)NN)o2)c1	nt	nt	nt	1.9	1313	0.2	-0.3	0.035	0.79	i	13	nt	nt	-1%	nt	nt	1%	i
NC(=S)NNc1ccc(Cl)c(Cl)c1	nt	nt	nt	0.3	1300	-0.71	-0.2	0.036	0.93	i	23	nt	nt	5%	nt	nt	-10%	i
CCCCOC(=O)CSC(=S)N(C)Cc1cccs1	5.5	2.5	11	0.8	1053	-0.34	-0.31	-0.43	0.59	i	42	i	-4	9%	9	-2	-3%	i
C=CCNC(=S)/C(=C(/[O-])c1ccc([N+](=O)[O-])cc1)[n+]1ccccc1	3.5	3.1	5.0	-0.5	1073	-1.1	-0.29	-0.24	0.95	i	8	i	4	9%	-3	9	7%	i
Cc1nc(NCCN)c(C#N)c2c1COC(C)(C)C2	2.4	2.3	7.1	-1.8	1239	-0.92	-0.19	0.076	0.42	i	48	i	-3	3%	24	10	-12%	nt
O=C(O)CCCCCN1C(=O)C(O)=C(C(=O)/C=C/c2ccccc2)C1c1ccc2c(c1)OCO2 (stereo unspecified)	1.7	2.4	9.2	4.5	965	1.3	-0.058	1.4	-1.5	i	60	i	-22	nt	0	-1	nt	i
CC(=O)c1ccc(Nc2nc(NCCO)nc(OC(C(F)(F)F)C(F)(F)F)n2)cc1	2.5	2.2	3.4	-2.2	1223	1	-0.24	0.38	0.93	i	24	i	-4	2%	6	6	0%	i
CC1(C)C(=O)OC(c2cccc([N+](=O)[O-])c2)C2(CCCCC2)C1=O (stereo unspecified)	5.0	2.6	6.6	-0.6	1558	-0.13	-0.31	0.21	0.11	i	36	i	9	2%	-8	6	0%	i
CC1CC(=O)c2cnc(N3CCOCC3)nc2C1 (stereo unspecified)	0.6	1.3	8.5	nt	nt	0.12	-0.35	0.15	-0.0076	i	40	i	-5	4%	3	-1	11%	i
COc1cccc(C2NC(=O)NC(O)(C(F)(F)F)C2C(=O)c2cccnc2)c1OC (stereo unspecified)	2.8	1.5	2.7	nt	nt	-0.66	0.25	0.47	8.5	i	47	i	-47	-2%	0	1	8%	i
COc1ccc(OC(C)C(=O)NCc2cccnc2)cc1 (stereo unspecified)	1.4	1.8	2.3	nt	nt	0.13	-0.28	-0.016	0.38	i	37	i	-3	4%	20	23	7%	i
O=C(O)c1cc(O)ccc1N=Nc1ccccc1	nt	nt	nt	-0.1	1325	0.11	-0.78	0.26	-0.51	i	48	nt	nt	19%	nt	nt	5%	i
COc1cc(C2NC(=O)NC(C)=C2C(=O)OCc2ccccc2)ccc1O (stereo unspecified)	nt	nt	nt	2.2	1120	nt	nt	nt	nt	i	41	nt	nt	8%	-1	-2	9%	i
O=C(NC1CCCCC1)C(c1ccccc1)N1CCCC1 (stereo unspecified)	1.8	1.6	4.7	nt	nt	-0.18	-0.22	0.34	-0.13	i	36	i	-13	5%	3	0	-7%	i
Cc1ccccc1Nc1nc2nonc2nc1N1CCOCC1	2.1	1.5	13	2.3	1092	0.27	-0.25	0.26	-0.32	i	23	i	4	4%	-1	13	-1%	i
COc1ccc(Br)cc1CSC(=N)N	1.4	1.4	0.8	-0.7	999	1.6	-0.13	1.5	-1.4	i	53	i	32	-8%	-4	-6	-7%	i
COc1ccc(NC(=O)C2CCCN(C)C2)cc1OCC(C)C (stereo unspecified)	3.5	2.0	5.1	nt	nt	2	-0.12	0.84	-0.59	i	51	i	0	-2%	-10	-3	-15%	i
Clc1ncc(CN2CCN(Cc3ccccc3)CC2)s1	1.4	2.0	5.2	-0.7	1083	nt	nt	nt	nt	i	37	i	23	-3%	19	2	10%	i

Reformatted: 3 of the compounds above
Under each structure: MT stabilize HCS	MT stabilize HCS Hoechst-high %	MT stabilize HCS cytotoxicity %	b-catenin transl	b-catenin transl cell count 5 µM	Dynein transport	Dynein transport cytoplasmic EGFP	Dynein transport nuclear GR-EGFP	Dynein transport cell count	T cell HTS	T cell HTS vesicle-bound %	Autophagy HCS	Autophagy HCS cell loss 18 h	M1AAP inhibition	WT yeast gro inh	WT yeast gro inh mutant strain	P. falciparum M17LAP	Yfh1-off respiration
> Cc1cc(=O)n(CNC(=O)c2ccccc2)c(=S)[nH]1
    1.3	1.3	7.8	nt	nt	3.1	-0.031	1.5	-1.8	i	34	i	-3	-8%	14	6	-9%	i
> CC1(C)C(=O)OC(c2cccc([N+](=O)[O-])c2)C2(CCCCC2)C1=O (stereo unspecified)
    5.0	2.6	6.6	-0.6	1558	-0.13	-0.31	0.21	0.11	i	36	i	9	2%	-8	6	0%	i
> O=C(NC1CCCCC1)C(c1ccccc1)N1CCCC1 (stereo unspecified)
    1.8	1.6	4.7	nt	nt	-0.18	-0.22	0.34	-0.13	i	36	i	-13	5%	3	0	-7%	i
